# Source: PubChem (University of Kansas High Throughput Screening Laboratory)
# mHTT CaM bind – inhibitors of human mutant huntingtin-calmodulin interaction; AlphaScreen His-mHTT/GST-CaM binding, luminescence; inhibition, % at 15 µM; AID 1671202; P42858; 3.6% of 190,000 active;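 further: 0% = both proteins with DMSO and 100% = one protein alone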
# Pf apPOL block – Pf-apPOL DNA polymerase inhibition; Recombinant Pf-apPOL, molecular beacon fluorescence, 1.5 h; 0.25% of 210,000 active; inhibition, % at 10 µM; AID 1794808
# Numbers without * were called inactive; i = inactive; x = not tested or not shown; & = joins results of further samples. No stated cut-off is given here; in the data, active means inhibition above about 50%; inactive means the rest.
SMILES,mHTT CaM bind,Pf apPOL block
Cc1nc(-c2nc(-c3ccnc(SCC(=O)Nc4ccc(C(C)C)cc4)n3)cs2)cs1,x,-6
COc1ccc(N2C(=O)c3ccccc3CCC2(C)C(=O)NCCC(C)C)c(OC)c1 (stereo not drawn),3,-5
O=C1/C(=C/c2ccccc2)CC/C1=C\c1ccccc1,21,-2
CC(=O)Nc1cccc2c(C(=O)N3CCC(N4CCCCC4)CC3)ccnc12,-1,0
CC1(C)CC(=O)C2=C(C1)NCN(Cc1ccccc1)C2,-2,-1
COc1ccc(C2C(C#N)=C(N)Nc3onc(C(C)(C)C)c32)c(OC)c1 (stereo not drawn),13,-6
COCCCNC(=O)C1c2ccccc2C(=O)N(Cc2ccc(F)cc2)C1c1ccc(OC)cc1 (stereo not drawn),15,-2
CCCn1c(C2CCN(C(=O)c3ccncc3)C2)nc2cccnc21 (stereo not drawn),-7,-1
CN(CC#CCNC(=O)C12CC3CC(CC(C3)C1)C2)Cc1ccccc1,-1,-4
CCOc1ccc(-n2nnnc2CNC(=O)NCc2cccs2)cc1,0,-3
COc1nn(-c2nc(-c3ccco3)cc(C(F)(F)F)n2)c(C)c1[N+](=O)[O-],-3,-8
CCCN1C(=O)c2ccccc2CC1(C)C(=O)NC1CCCCC1 (stereo not drawn),-7,-2
C=CCN1C(=O)C(C)(C)COc2cc(NS(=O)(=O)C3CCCCC3)ccc21,4,-4
O=C(Nc1ccccc1)N1CCCCC1c1cccnc1 (stereo not drawn),-6,-5
O=C(c1ccoc1)N1CCCn2cc(-c3ccccc3F)nc21,2,0
CC1(C(=O)NC2CCCCCC2)Cc2ccccc2C(=O)N1Cc1ccco1 (stereo not drawn),-6,-1
CC(=O)c1c(C)cc2cc(C)cc(O)c2c1O,x,0
CCn1nccc1C(=O)N1CCC(c2nc3cccnc3n2CC)C1 (stereo not drawn),2,3
O=C(Cc1ccccc1)NC(c1ccccc1)c1ccc2cccnc2c1O (stereo not drawn),100*,i
COCc1cc(=O)n2[nH]c(Cc3ccc(OC)cc3)c(-c3ccccc3)c2n1,8,-1
Cc1ccc(NC(=O)N2CCC(N3CCN(Cc4ccc(F)cc4)C3=O)CC2)cc1C,6,6
Cc1ccc(NC(=O)O[C@H]2CCC23CCCCC3)cc1,-87,-2
O=C1N=C(N2CCOCC2)S/C1=C\c1c(Cl)cccc1Cl,0,2
COc1ccc(OC)c(C2SCCN2S(=O)(=O)c2cccc([N+](=O)[O-])c2)c1 (stereo not drawn),38,5
COc1ccc2oc(=O)c(NC(=O)/C=C/c3ccccc3)cc2c1,1,0
Cc1ccc(NC(=O)CN2C(=O)NC3(CCCCC3)C2=O)cc1F,2,-1
CCOCc1cn(CC(=O)c2ccc(Cl)cc2)c(C)nc1=N,-4,-1
Cc1cccc(CNC(=O)C2CCCN(c3cnc4nccnc4c3)C2)c1 (stereo not drawn),-6,2
COc1ccccc1NC(=S)N1CC(C)(C)C1=O,x,-4&-5
CCOc1ccc(C(=O)Nc2ccc(NC(=O)c3ccco3)c(Cl)c2)cc1Cl,-1,2
Cc1cccc(C(=O)NC2CCCN(c3cc(-c4ccncc4)[nH]n3)C2)c1 (stereo not drawn),-2,-2
COc1ccc(CC(=O)O/N=C(\N)c2cccnc2)cc1,i,-1
O=C(NCCCN1CCCC1=O)C(=O)NC1CCCC1,-10,-4
CN(Cc1ccccc1)S(=O)(=O)c1ccc(F)c(C(=O)Nc2cccc(Cl)c2Cl)c1,2,-5
CN(C)CCN1CCn2c1nc(-c1ccccc1)cc2=O,11,1
CCn1c(CSc2nc3ccc(C)cc3[nH]2)nc2ccccc21,15,-3
CC12C(=O)N(Cc3ccccc3)C(=O)C1C1C=CC2C1 (stereo not drawn),-5&-1,-9&9
O=C1C(NS(=O)(=O)c2ccccc2)=CC(=NS(=O)(=O)c2ccc(F)cc2)c2ccccc21,5,-5
Cc1ccc(S(=O)(=O)N2CCC(=O)N(CCOC(=O)Nc3cc(C)cc(C)c3)CC2)cc1,20,-5
O=C(NC1CCCC1)N1CCCCC1c1nncn1CC1CC1 (stereo not drawn),-4,-1
O=C(Nc1cccc([N+](=O)[O-])c1)c1cccc(S(=O)(=O)N(CCO)CCO)c1,3,3
CCN(CC)CCN1C(=O)C(=O)C(=C(O)c2ccc(C)cc2)C1c1ccncc1 (stereo not drawn),0,-10
O=C(c1ccsc1)N(CCc1cccs1)C1CC1,-9,-1
CCn1ccc(C(=O)N2CCCC2c2nc(-c3cccc(C(F)(F)F)c3)no2)n1 (stereo not drawn),88*,7
CC1(C)NC(=O)N(CC(O)COc2ccc(C3C=CCC3)cc2)C1=O (stereo not drawn),20&8,-44&-6
Nc1ccc(Oc2ccc3c(c2)C(=O)NC3=O)cc1,9,2
CCN1CCN(C2CCN(C(=O)c3ccccc3F)CC2)C1=O,-11,-2
C=CCn1c(-c2ccc(C)cc2)csc1=Nc1c(C)n(C)n(-c2ccccc2)c1=O,21,12

# Four structures from above, ordered by formula weight, lowest first:
SMILES,mHTT CaM bind,Pf apPOL block
CC12C(=O)N(Cc3ccccc3)C(=O)C1C1C=CC2C1 (stereo not drawn),-5&-1,-9&9
O=C(c1ccsc1)N(CCc1cccs1)C1CC1,-9,-1
CCN1CCN(C2CCN(C(=O)c3ccccc3F)CC2)C1=O,-11,-2
O=C(Nc1cccc([N+](=O)[O-])c1)c1cccc(S(=O)(=O)N(CCO)CCO)c1,3,3

# Additional results follow.
SMILES,mHTT CaM bind,Pf apPOL block
CC(=O)N1CCCc2ccc(NC(=O)Cc3ccc(Cl)cc3)cc21,19,-16
COc1ccc(-n2c(CSc3nc(-c4cccs4)cn3-c3ccc(C)cc3)n[nH]c2=S)cc1,x,-16
CCNC(=O)C(C)N1CCN(c2cccc(OC)c2)CC1 (stereo not drawn),2,-3
O=C1c2ccccc2C(=O)C1C(c1ccccc1)C1C(=O)c2ccccc2C1=O,14,11
CCOc1ccccc1N1C(=O)C2C3C=CC(C3)C2(C)C1=O (stereo not drawn),-5,1
CCCCCCNC(=O)c1cnn2c(C)c(Cc3ccccc3F)c(C)nc12,-7,-16
Cn1ccc(C(=O)N2CCCC2c2cccc(F)c2)n1 (stereo not drawn),-4,-1
ON=C(c1ccccn1)C1CCCCC1,x,-2
CC(C)NC(=O)CCc1cccc2[nH]ccc12,-4,0
CCCCC(NS(=O)(=O)c1ccc(F)cc1)C(=O)O (stereo not drawn),-1,-12
CC(C)(C)NC(=O)c1cccc(NS(=O)(=O)c2ccc([N+](=O)[O-])cc2)c1,-1,-15
COc1ccc(-c2ncnn2-c2sc3c(c2C#N)CCCC3)cc1OC,17&10,0&-6

# Five compounds picked at random from those above:
SMILES,mHTT CaM bind,Pf apPOL block
Nc1ccc(Oc2ccc3c(c2)C(=O)NC3=O)cc1,9,2
O=C1N=C(N2CCOCC2)S/C1=C\c1c(Cl)cccc1Cl,0,2
C=CCn1c(-c2ccc(C)cc2)csc1=Nc1c(C)n(C)n(-c2ccccc2)c1=O,21,12
CCN1CCN(C2CCN(C(=O)c3ccccc3F)CC2)C1=O,-11,-2
CC(=O)N1CCCc2ccc(NC(=O)Cc3ccc(Cl)cc3)cc21,19,-16

# Returning to the listing, starting 3 compounds before the break.
SMILES,mHTT CaM bind,Pf apPOL block
CCCCC(NS(=O)(=O)c1ccc(F)cc1)C(=O)O (stereo not drawn),-1,-12
CC(C)(C)NC(=O)c1cccc(NS(=O)(=O)c2ccc([N+](=O)[O-])cc2)c1,-1,-15
COc1ccc(-c2ncnn2-c2sc3c(c2C#N)CCCC3)cc1OC,17&10,0&-6
CCOC(=O)N1CCC2(CC1)N=C(c1ccccc1O)CC(c1cccc(OC)c1O)N2 (stereo not drawn),9,-2
CC(C)=CCCC(C)CN1CCN(c2ccccc2F)CC1 (stereo not drawn),-42,-9
COc1nccnc1N1CCC(NC(=O)Cc2cccs2)C1 (stereo not drawn),4,4
CC(=O)N1N=C(c2ccc(C)c([N+](=O)[O-])c2)OC12CCCC2,-1,-2
CCc1ccc(N2NC(=O)/C(=C\c3cc(Cl)cc(OC)c3O)C2=O)cc1,29,-6
O=C1C(c2cccnc2)N(Cc2cccs2)C(=O)CN1c1ccccc1 (stereo not drawn),2,-4
COc1ccc(C=C2SC(=S)N(CCCC(=O)NC34CC5CC(CC(C5)C3)C4)C2=O)cc1,16,1
O=c1[nH]c2ccc(N=Cc3ccc4ncccc4c3)cc2[nH]1,15,-4
Cn1c(N2CCCC(C(=O)NCc3cccs3)C2)cc(=O)n(C)c1=O (stereo not drawn),1,1
COc1ccc(S(=O)(=O)N(CC(=O)N2CCC(C(N)=O)CC2)c2ccc(C)cc2)cc1OC,1,-4
O=C(O)c1ccc(CSc2ccccn2)cc1,-8,-17
CCc1ccc(N(CC(=O)NCC2CCCO2)S(C)(=O)=O)cc1 (stereo not drawn),-2,0
O=C1CCCCC1CCCCCCCCCCCO (stereo not drawn),-25,x
CCOc1ccccc1N1CCN(Cc2cc([N+](=O)[O-])ccc2O)CC1,1,3
Cc1ccc(NC(=O)C(=O)NCC2CCCO2)cc1Cl (stereo not drawn),-8,1
COc1ccc(NC(=O)N2CCC3(CC2)Nc2cc(F)ccc2-n2cccc23)cc1OC,61*,-2
Cc1cccc(NC(=O)N2CCC(c3nc4cccnc4n3C)C2)c1 (stereo not drawn),1,-3
COc1cccc(C2C(=C(O)c3ccc(Cl)cc3)C(=O)C(=O)N2CCCN(C)C)c1OC (stereo not drawn),1,3
COc1ccc(NC(=O)c2ccc(Br)o2)cc1Cl,3,4
Cc1ccc(S(=O)(=O)N(CC(=O)NC(C)C)c2ccc(F)cc2)cc1,1,1
Cc1ccc(C(=O)Nc2ccc(Cl)cc2)cc1[N+](=O)[O-],-2,1
CC(C)NC(=O)c1csc(Nc2ccccc2)n1,-8,-3
Cc1nc(-c2ccccc2)sc1C(=O)Oc1ccccc1N1CCOCC1,x,-2
COc1ccc(C(=O)Nc2ccccc2C(C)(C)C)cc1[N+](=O)[O-],4,-1
CCc1ccc(C(=O)Cn2c(NCCCO)nc3ccccc32)cc1,23,5
Cc1ccc(COCc2nn(C)c3c2CN(C(=O)Nc2ccc(Cl)cc2)CC3)cc1,28,-4
COc1ccc(S(=O)(=O)N(CC(=O)NC(C)(C)C)c2cc(Cl)ccc2OC)cc1OC,19,2
N=c1c(C(=O)NCC2CCCO2)cc2c(=O)n3ccccc3nc2n1CC1CCCO1 (stereo not drawn),1,-5
CC(C)Oc1ccc(C2C3=C(CC(C)(C)CC3=O)Nc3ccccc3N2C(=O)C(F)(F)F)cc1 (stereo not drawn),7,0
COc1ccc(N(CC(=O)NCc2ccccc2)S(=O)(=O)c2ccc(C)c([N+](=O)[O-])c2)cc1,8,8
O=C(NCc1ccncc1)C1CN(C(=O)c2cccs2)CC12CCCCC2 (stereo not drawn),0,-1
Cc1ccc(Cl)cc1NC(=O)N1CCC2(CC1)Nc1cc(F)ccc1-n1cccc12,29,0
O=[N+]([O-])c1cc(C(F)(F)F)ccc1N1CCN(c2ccc(Cl)nn2)CC1,0,-4
COC(CNC(=O)C(=O)NCC1COC2(CCCC2)O1)OC (stereo not drawn),0,-1
COc1cccc(/C=C2/C=C(c3cc(C)ccc3C)OC2=O)c1OC,2,-3
Cc1cc2cc([N+](=O)[O-])ccc2[nH]1,x,-13
CC(=O)c1ccc(N=Cc2cc([N+](=O)[O-])ccc2O)cc1,29,-6
CCOC(=O)N1CCN(c2nc(-c3cccc([N+](=O)[O-])c3)cs2)CC1,3,-5
Cc1ccc(CNS(=O)(=O)c2ccc(F)c(C(=O)Nc3cccc(F)c3)c2)cc1,1,-3
O=C1CC(N2CCN(c3ccc(F)cc3)CC2)C(=O)N1c1ccc(I)cc1 (stereo not drawn),1,0
COc1ccc(C2Cn3cnc(-c4nc(-c5ccc(OC)c(OC)c5)no4)c3CO2)cc1 (stereo not drawn),5,-6
CCc1nccn1Cc1nc(-c2ccccc2C)no1,-4,-2
CCOc1ccccc1N1CCN(Cc2ccc3c(c2)OCO3)CC1,-4,-8
CCOC(=O)c1ccc(Oc2coc3cc(OCC=C(C)C)ccc3c2=O)cc1,-5,4
O=C(Cc1ccccc1)NCc1cc(-c2ccccc2)on1,-10,-5
CC(C)(C)N1CC(CO)([N+](=O)[O-])C1,-3,x
Cc1nnc(NC(=O)C2CC(=O)N(CCc3c[nH]c4ccc(Cl)cc34)C2)s1 (stereo not drawn),12,0
CC(CNC(=O)C1CCCCC1)NC(=O)C1CCCCC1 (stereo not drawn),2,0

# Full records, looked up by structure. Values in the order: mHTT CaM bind | Pf apPOL block
# Results for CC(CNC(=O)C1CCCCC1)NC(=O)C1CCCCC1 (stereo not drawn) = 2 | 0
# Results for CC(=O)c1ccc(N=Cc2cc([N+](=O)[O-])ccc2O)cc1 = 29 | -6
